MT1-MMP act inh = blockers of MT1-MMP proenzyme processing, primary screen, HT1080 RFP-PRO-GFP cells, GFP/RFP fluorescence; Matrix metalloproteinase-14 (Homo sapiens), P50281; GFP/RFP ratio fluorescence, overnight; percent of plate control window, DMSO zero; GFP/RFP ratio change, % at 20 µM; actives 0.061% (n = 360,000);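 active = GFP/RFP ratio change of at least 30% with cell ATP level not reduced by more than half and red fluorescence within 50% of control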; note: strong numbers were not always called active
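system = RFP-PRO-GFP reporter HT1080 cells | dosing = 20 µM single dose, 1% DMSO | timing = overnight cell settling, then overnight compound exposure, 37 °C, 5% CO2 | read-out basis = GFP/RFP fluorescence ratio | controls = DMSO and RFP-L50D-GFP cell wells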
CSN deneddyl inh = inhibitors of CSN-mediated cullin deneddylation, primary screen, biochemical, fluorescence polarization, uHTS | COP9 signalosome complex subunit 5 (Homo sapiens), Q92905 | actives 0.38% (n = 360,000) | Purified CSN, SCF-Nedd8-OG deneddylation | AID 651999, 2013 | inhibition, % at 12.5 µM;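 active = pattern-corrected inhibition above about 35%, with an unprinted fluorescence ratio check between 0.5 and 1.5, limit read from the data, passing the limit was not always enough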;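 note: 0% = enzyme with substrate and 100% = substrate without enzyme; some results filed as inactive read as strong as hits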
Target sequence (Q92905 whole entry, looked up, one chain of several): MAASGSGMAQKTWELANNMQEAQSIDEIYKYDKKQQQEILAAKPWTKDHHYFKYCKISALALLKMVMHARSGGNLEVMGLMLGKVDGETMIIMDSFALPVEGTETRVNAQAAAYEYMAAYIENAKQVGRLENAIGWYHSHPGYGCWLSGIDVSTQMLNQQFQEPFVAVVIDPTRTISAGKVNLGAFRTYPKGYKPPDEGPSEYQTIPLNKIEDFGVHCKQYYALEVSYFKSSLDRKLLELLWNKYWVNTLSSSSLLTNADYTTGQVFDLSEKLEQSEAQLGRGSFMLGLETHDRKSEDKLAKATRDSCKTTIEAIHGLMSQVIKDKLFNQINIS
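Assay system: Purified human Csn5 enzyme expressed in HEK293T cells | Amount: Enzyme 0.24 nM | Measured by: Fluorescence polarization readout | Medium: Tris/NaCl/DTT buffer, pH 7.5 | Compound dosing: One concentration, 12.5 µM, 0.25% DMSO | Times: 90 min incubation of compound, enzyme and substrate at room temperature | Control set: no-enzyme wells high, enzyme-with-substrate wells low | Read-out: % inhibition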
FAS TE block = FAS thioesterase domain inhibitors, primary screen, biochemical, fluorescence intensity, uHTS | recombinant FAS-TE, OMFH fluorogenic substrate, fluorescence endpoint | inhibition, % at 15 µM | actives 0.67% (n = 360,000) | AID 602261, 2012;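 active = compounds whose normalised, plate-corrected inhibition of enzyme fluorescence in the single-dose primary screen is 50% or more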;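 note: 0% = DMSO with enzyme and 100% = substrate without enzyme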
NadD inh = inhibitors of S. aureus NadD, primary screen, biochemical, colorimetric, uHTS; AID 602399, 2012; purified NadD enzyme, colorimetric absorbance read-out; actives 0.78% (n = 360,000); inhibition, % at 20 µM; in the data active = inhibition above about 26%; note: some compounds past the cut are filed as inactive
Rpn11 block = Rpn11 (PSMD14) deubiquitinase inhibitors, primary screen, biochemical, fluorescence polarization, uHTS; AID 588493, 2011; human 26S proteasome, Ub4-pepOG fluorescence polarization; 20S core pre-blocked with epoxomicin; actives 0.59% (n = 360,000); calls only at 20 µM; 26S proteasome non-ATPase regulatory subunit 14 (Homo sapiens), O00487;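 active = inhibition at 20 µM, scaled to each plate's controls, above about 33%, limit read from the data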
Target sequence (O00487 whole entry, looked up): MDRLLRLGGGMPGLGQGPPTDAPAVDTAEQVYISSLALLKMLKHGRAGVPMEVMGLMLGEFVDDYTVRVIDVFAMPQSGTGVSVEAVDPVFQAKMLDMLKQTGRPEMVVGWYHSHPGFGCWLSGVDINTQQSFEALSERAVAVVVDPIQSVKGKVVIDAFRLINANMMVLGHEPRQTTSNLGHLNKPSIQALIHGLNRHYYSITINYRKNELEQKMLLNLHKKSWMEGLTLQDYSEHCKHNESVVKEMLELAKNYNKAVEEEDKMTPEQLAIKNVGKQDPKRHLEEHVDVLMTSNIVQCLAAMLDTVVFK
SKN-1 block = suppressors of acrylamide-induced Pgst-4::GFP reporter in worms, primary screen, SKN-1 inhibitor project, whole organism, uHTS, GFP/RFP fluorescence ratio, strain VP596; C. elegans VP596 Pgst-4::GFP/RFP ratio, 24 h; inhibition, % at 21.8 µM; actives 0.49% (n = 360,000); AID 624304, 2012;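 active = interference check ratio from 0.5 to 1.5 plus GFP to RFP signal ratio inhibition reaching or exceeding a fixed threshold, cut at about 30% in these data, passing the limit was not always enough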; note: some compounds called inactive have numbers as strong as hits
Neddyl block = inhibitors of cullin neddylation, primary screen, biochemical, TR-FRET, uHTS, NAE and Ubc12; calls only at 25 µM; actives 0.58% (n = 360,000); in the data active = inhibition above about 36%
MLLE-PAM2 inh = inhibitors of PABP1 MLLE–PAM2 peptide binding, primary screen, biochemical, fluorescence polarization, FITC-PAM2, GST-MLLE | actives 0.36% (n = 360,000) | Polyadenylate-binding protein 1 (Homo sapiens), P11940 | inhibition, % at 20 µM; in the data active = inhibition above about 35%, passing the limit was not always enough;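 note: plate controls were DMSO wells with GST-MLLE for no effect and wells lacking GST-MLLE protein for full effect; some results filed as inactive read as strong as hits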
Rin1 Abl inh = inhibitors of Rin1-Abl protein binding, primary screen, biochemical, TR-FRET. Tyrosine-protein kinase ABL1 (Homo sapiens) + Ras and Rab interactor 1 (Homo sapiens), …. inhibition, % at 7.35 µM. actives 0.4% (n = 360,000). AID 588664, 2011; in the data active = inhibition above about 5%, passing the limit was not always enough
* marks the source's active call; other numbers are inactive results; i = inactive; x = no result given; + = active, no number.

SMILES	MT1-MMP act inh	CSN deneddyl inh	FAS TE block	NadD inh	Rpn11 block	SKN-1 block	Neddyl block	MLLE-PAM2 inh	Rin1 Abl inh
CCCC/C(C)=N/NC(=O)c1cn(-c2ccccc2)nc1-c1ccccc1	0.3	-3.9	5.7	-1.7	i	10.5	i	9.8	1.2
COc1cc(CNc2ccc(NC(C)=O)cc2)ccc1OCc1ccccc1C	-4.1	-5.8	-0.6	-3.3	i	4.5	i	-2.4	-3.9
Cc1ccc(-n2nnnc2SCC(=O)N2c3ccccc3NC(=O)C2(C)C)cc1	2.1	3.3	-10.1	3.3	i	14.2	i	-20.8	3.1
COc1ccc(CNS(=O)(=O)c2ccc(-n3cccn3)cc2)cc1	1.6	-2.1	-0.9	6.8	i	-0.3	i	-4.3	-1.9
O=c1[nH]nc(-c2ccc(NCCCO)c([N+](=O)[O-])c2)c2ccccc12	1.3	-1.7	-6.7	-4.4	i	-9.1	i	-3.4	-7.9
O=C(Nc1cccc(-c2nc3cc(Cl)ccc3o2)c1)C1CCCO1 (configuration not stated)	0.3	2.6	14.3	-4.8	i	11.9	i	-2.6	-0.4
CCOc1cc(/C=C/c2ccc3cccc([N+](=O)[O-])c3n2)cc(Cl)c1O	-0.5	-5.6	8.5	27.4	i	-1.4	i	-6.8	0.1
O=C(c1cc(COc2ccc(-n3cncn3)cc2)on1)N1CCCC1	1.9	-2.7	-9.1	-2.8	i	-5.0	i	0.3	2.1
Cn1cccc1-c1cc(C(=O)N2CCc3c([nH]c4ccccc34)C2c2ccccn2)[nH]n1 (configuration not stated)	3.0	7.5	8.2	13.9	i	5.5	i	-3.2	3.9
COc1ccc(C2CC(=O)c3ccccc3O2)cc1 (configuration not stated)	-1.3	0.0	7.7	-10.7	i	3.2	i	17.0	-2.4
CC(C)(C)c1ccc(-c2n[nH]c(=S)n2Cc2ccccc2)cc1	0.5	-4.1	13.3	4.4	i	8.2	i	-51.9	-1.2
Cc1cc(C)cc(N(CC(=O)Nc2ccc(C)cc2Cl)S(=O)(=O)c2c(C)[nH]c(=O)[nH]c2=O)c1	1.0	-2.3	-11.0	0.9	i	3.7	i	10.7	3.1
COC(=O)CN(c1ccc(OC)cc1OC)S(=O)(=O)c1ccccc1[N+](=O)[O-]	2.1	-3.2	-2.8	-8.9	i	-10.2	i	5.1	2.1
COc1ccc(CC(=O)Nc2ccc(S(=O)(=O)Nc3nccc(C)n3)cc2)cc1	-3.3	-2.6	-7.4	-1.4	i	5.2	i	19.8	-3.5
COc1ccc(-c2cc(C(=O)Nc3ccc(OC)c(OC)c3)no2)cc1	-2.9	-2.8	-8.4	-0.7	i	13.1	+	-4.9	1.9
CC(C)Nc1nc(NCCOc2ccccc2Cl)c2sccc2n1	-1.8	2.5	3.6	0.3	i	2.7	i	-0.1	-2.1
CCN1/C(=C\c2ccc3ccccc3[n+]2CC)Sc2cc(C)ccc21	-90.4	62.2*	-36.4	18.9	x	55.6	i	-205.0	-41.4
COc1ccc([C@@H]2[C@@H]3C(=O)N(C(C)(C)C)C(=O)[C@@H]3[C@]3(Cc4ccc(Cl)cc4)C(=O)N(c4cccc(F)c4)C(=O)N23)cc1	-0.1	1.6	72.1*	-0.2	i	-0.9	i	8.8	0.4
COc1ccc(NC(=O)COc2ccc3c(c2)CCC3)cc1	5.6	5.9	21.9	-1.7	i	-1.6	i	4.4	4.6
O=S(=O)(NN=Cc1cccc(Cl)c1)c1ccccc1	3.2	-5.2	-2.3	3.0	i	0.5	i	-23.9	-2.6

Single records, as listed above. Screens in order: MT1-MMP act inh	CSN deneddyl inh	FAS TE block	NadD inh	Rpn11 block	SKN-1 block	Neddyl block	MLLE-PAM2 inh	Rin1 Abl inh
Entry for COc1ccc(NC(=O)COc2ccc3c(c2)CCC3)cc1 = 5.6	5.9	21.9	-1.7	i	-1.6	i	4.4	4.6
Entry for O=S(=O)(NN=Cc1cccc(Cl)c1)c1ccccc1 = 3.2	-5.2	-2.3	3.0	i	0.5	i	-23.9	-2.6
Entry for COC(=O)CN(c1ccc(OC)cc1OC)S(=O)(=O)c1ccccc1[N+](=O)[O-] = 2.1	-3.2	-2.8	-8.9	i	-10.2	i	5.1	2.1
Entry for CC(C)(C)c1ccc(-c2n[nH]c(=S)n2Cc2ccccc2)cc1 = 0.5	-4.1	13.3	4.4	i	8.2	i	-51.9	-1.2

New compounds follow:
SMILES	MT1-MMP act inh	CSN deneddyl inh	FAS TE block	NadD inh	Rpn11 block	SKN-1 block	Neddyl block	MLLE-PAM2 inh	Rin1 Abl inh
O=c1[nH]c(C2CCN(S(=O)(=O)c3cccc([N+](=O)[O-])c3)CC2)nc2c1nnn2Cc1ccccc1	3.1	-2.5	-2.7	3.2	i	12.6	i	-8.4	-3.1
S=c1nc(C2CCCCC2)n(-c2ccccc2)[nH]1	1.0	-7.4	-3.9	1.3	i	-0.9	i	10.8	7.1
O=C(Nc1ccc(Cc2ccncc2)cc1)c1ccc(Br)o1	-3.8	1.8	-3.2	-0.9	i	6.3	i	6.9	-0.3
CC(=O)C1=CCC(c2cccc3ccccc23)N(S(=O)(=O)c2ccc(C)cc2)C1 (configuration not stated)	-2.0	-2.3	26.2	-0.3	i	2.2	i	1.6	-0.6
CCOc1ccc(CC(=NCCc2ccccc2)C2=C(O)CC(C)(C)CC2=O)cc1OCC	-2.3	2.8	28.1	-2.2	i	4.9	i	5.7	3.5
c1ccc2c(c1)nc(NCC1CCCO1)c1nnnn12 (configuration not stated)	-8.1	-7.2	-8.6	0.0	i	-5.7	x	8.7	-1.2
O=S(=O)(Nc1ccc(Cl)cc1)c1ccc(N2CCOCC2)c(NC(=S)NCCN2CCOCC2)c1	-0.3	-6.0	1.3	-0.2	i	-3.5	i	21.8	3.9
Nc1ccc([N+](=O)[O-])cc1C(=O)NNC(=O)c1ccco1	-0.8	5.1	-2.4	-7.6	i	-1.2	i	-11.3	-4.9
CCCCn1c(N)c(N(CC)C(=O)c2cccs2)c(=O)[nH]c1=O	-2.1	-4.3	-7.3	1.7	i	5.3	i	-29.9	0.4
CCOC(=O)[C@]12CCCC=C1N(Cc1ccc3c(c1)OCO3)C(=O)[C@H](CC(=O)NCC13CC4CC(CC(C4)C1)C3)C2	-16.0	-3.8	17.8	10.3	x	6.0	i	x	x
Cc1cccc(NC(=O)[C@H](C)NC(=O)[C@@H]2Cc3ccccc3CN2C(=O)OC(C)(C)C)c1	-2.5	-1.3	2.5	-0.7	i	1.5	i	-9.1	2.1
CCOC(=O)C1=C(C)N(CCCCCC(=O)O)C(=O)NC1c1ccc([N+](=O)[O-])cc1 (configuration not stated)	4.7	4.2	-12.1	1.4	i	5.6	i	-9.6	1.4
Cc1cc(O)c(C(C[N+](=O)[O-])c2ccc(Cl)cc2)c(=O)o1 (configuration not stated)	-1.2	4.0	-1.2	5.7	i	26.1	i	-34.0	-0.6
CCN(CC(=O)Nc1ccc(NC(C)=O)cc1)C(=O)CCCOc1cccc(C)c1	1.6	0.0	-4.5	-5.9	i	-0.5	i	1.2	2.0
CC(=O)c1ccc(N2CCN(Cc3nc(Cc4ccccc4)no3)CC2)cc1	-2.9	1.4	1.3	0.1	i	4.3	i	-11.6	-1.4
CCOC(=O)CC(NS(=O)(=O)c1ccc(NC(C)=O)cc1)c1ccc(OCC)cc1 (configuration not stated)	-2.5	3.5	-5.2	-2.5	i	-11.9	i	-4.7	1.5
COCCCNC(=O)C1CCN(c2ccc(N3CCOCC3)nn2)CC1	0.6	-0.1	-3.7	-1.1	i	3.9	x	-4.0	0.3
CCC1CCCCN1C(=O)c1cc(-c2ccc(Cl)c(Cl)c2)on1 (configuration not stated)	4.3	1.3	28.2	1.3	i	-4.5	i	10.2	2.9
O=C(C1CCN(S(=O)(=O)c2ccc(Cl)cc2)CC1)N1CCN(c2ccccn2)CC1	1.0	-5.0	5.8	4.2	i	-6.8	i	-5.4	3.9
CCC(C(=O)N1CCN(c2ccccn2)CC1)n1nc(C)n2c(cc3occc32)c1=O (configuration not stated)	2.6	-4.3	-8.6	4.6	i	1.1	i	0.7	-2.2
Nc1ccc2cn[nH]c2c1	3.3	-0.1	-7.3	-0.6	i	-9.0	i	9.9	-4.3
Cc1nnc2sc(-c3cccc4ccccc34)nn12	-1.9	-1.5	-3.8	11.9	i	-7.0	i	-37.4	-1.4
Cc1cc(=O)n2[nH]c(C)cc2n1	5.1	-5.6	-7.3	2.4	i	-2.0	i	6.0	1.3
C=C(C)COc1ccc2c(C)c(C)c(=O)oc2c1OCC(=C)C	-4.2	-3.6	19.3	-0.4	i	0.0	x	3.1	1.8
O=C(CN(c1ccc(F)cc1)S(=O)(=O)c1ccc2c(c1)OCCO2)NCc1cccnc1	4.7	2.8	-6.0	2.8	i	13.8	i	-11.2	-0.8
CCOc1ccccc1CN1CCNC(=O)C1CC(=O)NCCN1CCOC1=O (configuration not stated)	-5.2	2.3	-3.0	2.6	i	2.0	i	0.4	-3.8
CC(C)OCCCNc1ncnc2c1[nH]c1ccccc12	2.7	3.0	-5.4	-6.8	i	12.4	+	-17.1	-1.5
Cc1ccc(N2C(=O)C3CCC(c4ccccc4)CC3C2=O)cc1 (configuration not stated)	20.8	0.8	9.7	-4.3	i	-1.3	i	12.6	-0.2
O=C(C1=C[C@H](c2ccc3c(c2)OCO3)C[C@H](OCCCCO)O1)N1CCN(Cc2ccc3c(c2)OCO3)CC1	4.1	-1.2	-6.8	-0.2	i	-3.4	i	-4.2	1.7
COC(=O)c1[nH]c2cc(OC)ccc2c1NC(=O)CCN1CCCCC1	-0.7	1.1	-8.3	4.7	i	5.8	i	-7.7	-3.7
CCN(CC)c1ccc(/C=N/NS(=O)(=O)c2ccc(C)c([N+](=O)[O-])c2)cc1	-0.9	-2.9	35.7	0.3	i	9.1	i	2.7	-0.7
Cc1ccc(S(=O)(=O)N2[C@H](CC(=O)c3cccs3)OC[C@@H]2C)cc1	1.0	8.3	x	x	x	-2.9	i	x	x
O=C(NCc1cccc(C(F)(F)F)c1)C1CC(c2ccccc2[N+](=O)[O-])=NO1 (configuration not stated)	-2.4	-1.9	1.2	-7.8	i	-16.1	i	11.7	1.5
COc1ccc(CCN2CC(O)=C(c3nc(C)cs3)C2=N)cc1OC	-1.2	-3.3	-11.0	11.5	i	-9.8	i	-43.2	-5.3
COc1cc(-c2cc(-c3ccccc3)nc(SCC(=O)Nc3nccs3)c2C#N)cc(OC)c1OC	-6.1	4.4	18.0	21.6	i	-13.7	x	13.6	-3.5
COc1cc2ncnc(NCc3ccccc3Cl)c2cc1OC	0.9	11.8	2.0	-3.5	i	15.9	i	1.5	0.1
